MRP-1 activ – activators of MRP-1; AID 799; viability increase, % at 10 µM; H69AR cells + doxorubicin, viability rescue, CellTiter-Glo; 140,000 tested, 0.61% active;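 active = viability gain under doxorubicin at or above a set limit, the compound median plus 3 SD, cut at about 4.7% in these data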;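 also: MRP-1 overexpressing cells given doxorubicin 25 µM after compound pretreatment; 18-22 h compound pretreatment then 72 h with doxorubicin before readout; 0% = doxorubicin-only wells and 100% = vehicle-treated cells without doxorubicin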
bCat KO growth – beta-catenin-lacking colon tumor cell growth suppression; HCT116 beta-catenin knockout viability, CellTiter-Glo, 60 h; active compounds read low; viability, % at 10 µM; 140,000 tested, 1.5% active; AID 818;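 active = viability at or under a set limit, the compound median less 4 SD, cut at about 6% in these data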;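 also: 0% = Hyamine 1622 control at 20 µM and 100% = untreated cell control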
Yeast life ext – yeast lifespan extension; inhibition of the nicotinamide effect, % at 10 µM; S. cerevisiae growth with nicotinamide, OD615; deaD strain in restrictive glucose medium; 130,000 tested, 0.68% active; AID 775;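 active = inhibition above a set limit, placed 3 SD over the median of all compounds, cut at about 26% in these data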;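 also: 0% = nicotinamide-treated wells and 100% = cells grown without nicotinamide; some compounds called inactive have numbers as strong as hits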
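Test system – modified budding yeast, DeaD strain · Compound – single dose 10 µM compound, 0.25% DMSO · Times – culture preincubation 4 h, compound exposure 48 h, both 30 °C · Detection – optical density (absorbance) at 615 nm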
E-sel TNF inh – blocks E-selectin expression induced by TNF alpha | HUVEC TNFa-induced E-selectin immunofluorescence, high content | inhibition, % at 2 µM | 120,000 tested, 0.71% active | AID 1246;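 active = inhibition above the batch mean plus 3 SD, and confirmed as a hit on visual image review, cut at about 43% in these data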;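 also: 0% = TNF-stimulated DMSO wells and 100% = unstimulated control wells; not every result past the cut was called active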
Measles CPE – protection of cells from measles virus; 140,000 tested, 1.5% active; AID 841; Measles virus-infected cells, CPE protection, absorbance; protection (pct of control), % at 4 µM; in the data active = protection mostly above about 24%, no sharp cut-off; inactive = mostly below about 26%; also: some compounds called inactive have numbers as strong as hits
HCT116 PTEN-null – suppresses growth of cells with PTEN deletion. HCT116 PTEN-null viability, CellTiter-Glo, 60 h; active compounds read low. viability, % at 10 µM. 140,000 tested, 1.2% active;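 active = viability at or below a set limit, 4 SD under the median of all tested compounds, cut at about 3.7% in these data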;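 also: PTEN knockout HCT116 line with beta catenin targeted HCT116 as companion control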
GALR2 antag – blocks the human galanin receptor 2. O43603. inhibition, % at 4 µM. GALR2-expressing cells, antagonist mode. AID 828. 140,000 tested, 0.39% active; in the data active = inhibition above about 27%;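 also: cells stimulated with galanin 1-16 at roughly its EC80; 0% = agonist challenge control and 100% = basal control without agonist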
Target sequence (O43603 whole entry, looked up): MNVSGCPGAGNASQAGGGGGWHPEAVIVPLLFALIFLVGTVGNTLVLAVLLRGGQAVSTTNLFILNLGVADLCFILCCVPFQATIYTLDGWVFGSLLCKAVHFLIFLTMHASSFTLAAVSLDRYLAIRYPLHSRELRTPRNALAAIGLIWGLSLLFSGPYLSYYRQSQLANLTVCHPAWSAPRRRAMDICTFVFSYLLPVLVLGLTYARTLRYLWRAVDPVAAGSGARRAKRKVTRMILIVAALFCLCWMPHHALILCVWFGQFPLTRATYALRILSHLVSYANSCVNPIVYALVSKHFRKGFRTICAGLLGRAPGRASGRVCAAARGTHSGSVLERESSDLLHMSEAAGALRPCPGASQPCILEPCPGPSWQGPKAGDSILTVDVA
Yeast growth inh – yeast BB579 growth reduction in restrictive medium; S. cerevisiae BB579 growth, OD615, 48 h; inhibition, % at 10 µM; 140,000 tested, 0.51% active; AID 804;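 active = inhibition above a set limit, 3 SD over the mean compound inhibition, cut at about 44% in these data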; also: inactives centre near -24
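Detection: OD615 turbidity measurement; Material: Saccharomyces cerevisiae DeaD strain BB579, replicative lifespan model yeast; Timing: 48 h exposure, 30 °C; Doses: single 10 µM dose; Medium: CSMM-D restrictive synthetic medium containing dextrose (glucose); Controls: amphotericin B at 10 µg/mL as positive control.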
Phagocytosis inh – blocks phagocytosis by macrophages; J774A.1 macrophage IgG-bead phagocytosis, imaging; inhibition, % at 5 µM; 110,000 tested, 0.07% active;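 active = inhibition above the mean of the plate negative controls plus 5 SD, cut at about 13% in these data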;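 also: phagocytic index as fraction of beads internalized from green versus red external bead signal; plate controls were DMSO negative control for no effect and cytochalasin-D positive control for full effect; some results beyond the cut were filed as inactive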
NPY Y2 blocker – NPY-Y2 (human) receptor antagonism; P49146; NPY-Y2 expressing cells, antagonist mode; inhibition, % at 2.7 µM; 140,000 tested, 0.99% active; in the data active = inhibition above about 17%;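 also: 0% = vehicle with agonist challenge and 100% = reference antagonist with challenge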
Target sequence (P49146 whole entry, looked up): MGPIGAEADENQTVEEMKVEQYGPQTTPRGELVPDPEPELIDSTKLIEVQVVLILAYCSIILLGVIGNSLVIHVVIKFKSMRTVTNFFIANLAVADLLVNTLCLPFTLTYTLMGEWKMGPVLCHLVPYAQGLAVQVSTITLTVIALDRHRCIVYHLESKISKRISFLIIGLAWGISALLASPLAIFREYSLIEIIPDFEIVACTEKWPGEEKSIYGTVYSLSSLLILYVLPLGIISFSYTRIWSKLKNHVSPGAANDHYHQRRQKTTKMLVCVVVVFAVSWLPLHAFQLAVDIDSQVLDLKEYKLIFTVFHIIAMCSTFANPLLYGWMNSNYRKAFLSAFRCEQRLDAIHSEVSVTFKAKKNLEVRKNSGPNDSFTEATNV
The depositor's hits bear a star; . = no result given.

SMILES	MRP-1 activ	bCat KO growth	Yeast life ext	E-sel TNF inh	Measles CPE	HCT116 PTEN-null	GALR2 antag	Yeast growth inh	Phagocytosis inh	NPY Y2 blocker
CCCCCCC(=O)N(O)C1CC(=O)N(c2ccc(Br)cc2)C1=O (configuration not stated)	-6.1	78.1	0.8	3.2	5.4	79.9	9.3	19.5	-1.7	2.9
COc1cccc(CNC(=O)C2CCCN(c3nn4c(=O)cc(C)nc4s3)C2)c1OC (configuration not stated)	1.0	103.1	-9.6	23.5	3.6	128.2	2.7	-28.5	-0.9	4.7
O=C1c2ccc3c4c(ccc(c24)C(=O)N1Cc1cccnc1)C(=O)N(Cc1cccnc1)C3=O	-4.0	47.8	-5.3	.	16.9	48.7	8.2	-50.6	-0.5	-2.5
CCOc1ccc2nc(NC(=O)CS(=O)(=O)c3ccccc3)sc2c1	-1.5	88.8	-1.5	-23.1	5.2	88.2	-2.3	-37.1	-5.3	1.4
COc1ccccc1NC(=S)NCc1ccc2c(c1)OCO2	-3.5	83.9	-3.0	.	5.6	95.8	-2.1	-12.0	-6.3	8.4
CCCOC(=O)c1c(N)sc(C(=O)OCC)c1C	0.7	89.6	-5.6	6.1	2.8	109.8	-2.8	-30.6	-1.4	6.5
CCOC(=O)N1CCN(C(=S)Nc2ccc(C)c(C)c2)CC1	-1.1	86.3	-1.5	10.3	4.2	85.9	11.1	-58.8	-6.0	1.1
Oc1csc(Cc2nc(-c3ccc(-c4ccccc4)cc3)cs2)n1	-0.7	68.6	-11.1	-41.6	28.6	66.4	-13.6	-3.6	.	1.0
O=c1c2c(nc3nc(Cc4ccccc4)[nH]n13)CCC2	-2.4	93.6	-8.4	-4.8	2.8	108.0	-2.4	10.9	7.6	4.0
Cc1cc(C)cc(NC(=O)CN2CCN(c3ncccn3)CC2)c1	-2.8	90.2	-7.1	9.9	23.4	98.3	-13.1	-42.3	0.8	3.6
COC(=O)c1ccc(C)c(NC(=O)c2ccc(Cl)c([N+](=O)[O-])c2)c1	-3.6	25.2	1.7	7.3	7.5	41.1	13.8	-15.3	-1.2	0.7
O=C(/C=C/c1ccccc1)N1CCN(CCN2C(=O)c3cccc4cccc(c34)C2=O)CC1	0.1	71.2	-3.4	.	37.2	77.4	4.1	-1.8	-5.7	6.5
Cc1cccn2c(=O)c(C=Nc3ccc(Cl)cc3)c(NCCO)nc12	-2.5	96.5	3.2	-11.7	9.1	89.5	13.9	-21.8	.	0.0
CC1(C)CC(=O)C(C=NCCN2CCN(C(=O)NC34CC5CC(CC(C5)C3)C4)CC2)=C(O)C1	-0.9	78.9	-2.5	-44.2	1.1	83.2	11.4	-41.5	-0.5	-1.1
COCc1cc(C)n(CC(=O)Nc2ccc(Cl)cc2Cl)c(=O)c1C#N	-2.7	81.9	-8.3	-44.9	2.0	86.5	-1.8	-6.7	-1.1	-0.3
O=C(NC1CCCCCC1)c1ccc2c(=O)n3c(nc2c1)CCCCC3	-0.5	100.7	-3.6	-13.9	2.5	89.2	-0.3	-34.5	-0.8	2.0
O=c1cc(N2CCc3ccccc32)[nH]c(=O)n1-c1ccc(Br)cc1	-2.9	90.0	4.0	18.1	9.7	88.8	-1.2	-7.8	-0.2	1.4
Cc1cc(-c2nnc(SCc3ccccn3)o2)no1	-1.7	104.1	-18.3	-2.8	14.6	104.9	-14.1	-48.9	-5.1	-1.4
CCC(CO)n1c(SCc2cc([N+](=O)[O-])cc3c2OCOC3)nc2ccccc2c1=O (configuration not stated)	-0.4	93.7	-5.0	-38.4	0.6	93.3	-4.4	-30.4	-4.7	10.2
COc1ccc(/C=N/NC(=O)c2ccoc2C)cc1COc1c(C)cccc1C	-3.0	9.5	-16.6	-16.2	.	10.1	9.4	-77.3	1.8	3.8
O=C(Nc1ccccc1)/C(=C/c1ccc2c(c1)OCO2)NC(=O)c1ccco1	-0.8	87.3	-1.4	.	5.5	101.8	2.9	-38.8	-8.7	-0.4
O=C(NCc1ccco1)c1ccc(COc2cccc3ccccc23)cc1	3.1	79.6	-1.4	36.4	18.6	77.7	-6.6	-4.2	0.9	2.9
CC(C)c1cc(C(C)C)c(S(=O)(=O)NNC(=O)c2ccncc2)c(C(C)C)c1	-1.7	84.9	-1.2	.	11.5	91.7	3.5	11.3	-7.8	4.4
O=C(NCCCN1CCOCC1)C1(c2ccccc2)CCCC1	-1.7	92.5	-9.1	-55.7	13.3	98.2	4.6	7.3	0.7	1.9
Cc1c(Cl)cccc1NC(=O)COC(=O)c1c2c(nc3ccccc13)CCN(Cc1ccccc1)C2	-1.8	43.3	0.9	-18.0	4.0	58.8	8.6	-22.0	.	11.7
The list continues.
SMILES	MRP-1 activ	bCat KO growth	Yeast life ext	E-sel TNF inh	Measles CPE	HCT116 PTEN-null	GALR2 antag	Yeast growth inh	Phagocytosis inh	NPY Y2 blocker
O=C(CN1CCN(C(=O)c2ccccc2)CC1)Nc1ccc(Br)cn1	-3.5	92.9	-4.0	8.2	9.1	91.9	7.1	-0.2	-3.2	2.3
COc1cc(C)nc(OCCNS(=O)(=O)c2cc(C)ccc2C)n1	-0.6	93.3	-2.6	-46.1	25.7	112.6	-19.1	-60.6	-2.3	2.7
COc1cc(Nc2nc(-c3ccccc3)c3cc(C)ccc3n2)cc(OC)c1OC	-0.9	72.4	-11.4	.	6.0	44.5	4.8	-27.7	.	1.2
Cc1ccc(-c2nn(C)c(=O)c3ccccc23)cc1CNC(=O)Cn1nc(-c2ccccc2)c2ccccc2c1=O	-3.4	88.6	-20.7	-0.3	4.2	100.6	6.1	-22.1	-1.2	-2.9
CCn1c(N2CCN(CC(=O)c3c[nH]c4ccccc34)CC2)nc2c1c(=O)[nH]c(=O)n2C	-2.7	72.8	2.3	-9.5	2.9	81.6	12.3	-49.3	0.5	5.2
COc1cccc(C(=O)N2CCN(C(=O)c3cccc(F)c3)CC2)c1	-2.6	99.6	-5.5	-10.4	14.9	101.9	-8.6	-25.6	.	-1.2
Cc1ccsc1/C=C1/SC(N2CC(C)OC(C)C2)=NC1=O (configuration not stated)	-2.4	89.2	-3.9	.	5.1	88.9	-5.1	-37.9	6.2	1.5
CCSc1nnc(Nc2ccc(C)cc2)s1	0.1	80.2	-13.6	-10.4	9.3	89.2	5.7	-15.7	.	0.2
COc1cc2nc(=S)n3[nH]c(CCn4nc(C)cc4C)nc3c2cc1OC	-3.8	44.2	-5.9	-49.0	20.0	13.0	7.8	-20.3	-3.5	0.2
Cc1cc(Cl)c(S(=O)(=O)NC(C(=O)O)c2ccccc2)cc1OCC(N)=O (configuration not stated)	-2.9	90.7	-21.0	19.6	2.4	85.7	2.0	2.6	-0.5	-3.6
Nc1nc(-c2cccs2)cs1	-2.3	93.0	-21.8	1.7	5.2	77.9	3.9	2.5	-0.7	0.0
COc1ccc(/C(=C/c2ccc(OC(F)F)c(OC)c2)C(=O)O)cc1OC	-0.3	99.3	-2.0	.	60.0*	91.9	0.2	-20.5	-14.2	0.6
c1ccc(-c2nc3nonc3c3nc4ccccc4n23)cc1	-3.3	77.0	-7.0	.	6.0	58.7	2.3	-10.1	-0.5	2.7
CCN(CC)S(=O)(=O)c1cc(NS(=O)(=O)c2ccccc2)ccc1C	-0.7	97.6	3.2	.	5.1	96.8	11.3	-37.4	-9.7	1.0
CC1CCCN(C(=O)C(Cc2ccccc2)n2cccc2)C1 (configuration not stated)	-3.7	90.3	0.4	.	4.9	93.7	1.6	-6.5	-0.7	2.4
CN1CCN(/N=C/c2nc(-c3ccc(Cl)cc3)n3ccccc23)CC1	0.5	94.7	-6.7	.	.	93.2	1.8	10.0	.	-0.7
Cc1nc2ccccc2nc1OCC(=O)NCC(F)(F)F	-2.8	96.1	5.0	-3.0	6.5	95.0	-5.2	-19.1	-5.9	1.6
COc1ccc(OC)c(C2/C(=C(/O)c3ccc(C)cc3)C(=O)C(=O)N2Cc2ccco2)c1 (configuration not stated)	3.0	97.7	25.8	16.9	29.7	95.0	-0.3	-46.4	-5.1	3.8
Cc1cccc2sc(NC(=O)CSCc3ccccc3)nc12	-3.8	81.7	-17.7	.	36.3	65.5	5.8	-40.7	0.3	12.0
Cc1nn(C)c(C)c1C1Nc2ccccc2C(=O)N1O (configuration not stated)	0.1	97.2	.	-27.3	23.5	93.2	5.9	-19.5	.	-2.9
Cc1cccc(N2CCN(C(=O)c3cccn4c(=O)c5c(C)c(C)sc5nc34)CC2)c1C	-3.9	90.3	-16.2	1.2	31.9	87.3	-5.7	-37.2	0.3	2.0
COc1ccc(Cl)cc1NC(=O)CSc1nnc(Cc2cccn2C)n1-c1ccc(F)cc1	-5.5	35.7	-4.5	-28.1	8.1	12.2	-3.2	-44.4	-0.4	-2.2
O=C(CN1CCOCC1)Nc1ncccn1	-1.7	93.4	-3.6	9.5	5.6	97.9	-20.1	-27.1	.	0.0
CC1(C)Cc2cccc(OCC(=O)N3CCN(c4ccc([N+](=O)[O-])cc4)CC3)c2O1	1.8	63.5	-2.5	.	17.2	66.8	6.7	-3.1	-5.7	1.6
Cc1oc(/N=C/c2ccc3c(c2)OCO3)c(C#N)c1C	-2.3	107.7	-12.3	.	2.3	90.0	10.2	-51.2	-0.7	-0.8

Entries listed so far that have a cyano group, in the order listed:
SMILES	MRP-1 activ	bCat KO growth	Yeast life ext	E-sel TNF inh	Measles CPE	HCT116 PTEN-null	GALR2 antag	Yeast growth inh	Phagocytosis inh	NPY Y2 blocker
COCc1cc(C)n(CC(=O)Nc2ccc(Cl)cc2Cl)c(=O)c1C#N	-2.7	81.9	-8.3	-44.9	2.0	86.5	-1.8	-6.7	-1.1	-0.3
Cc1oc(/N=C/c2ccc3c(c2)OCO3)c(C#N)c1C	-2.3	107.7	-12.3	.	2.3	90.0	10.2	-51.2	-0.7	-0.8

Following part.
SMILES	MRP-1 activ	bCat KO growth	Yeast life ext	E-sel TNF inh	Measles CPE	HCT116 PTEN-null	GALR2 antag	Yeast growth inh	Phagocytosis inh	NPY Y2 blocker
CCCCNC(=O)CCn1c(=O)c2ccccc2n(Cc2ccccc2C)c1=O	-0.1	90.3	2.1	6.1	7.6	90.4	-7.3	-55.5	-6.7	0.8
Cc1noc(C)c1CSc1ncnc2ccccc12	-0.6	65.7	-15.9	-21.4	16.4	69.5	4.1	-28.5	-0.3	5.4
Oc1ccc(Cl)cc1C=Nc1ccccc1Br	-2.8	97.2	23.5	.	15.8	96.6	-18.9	-40.1	-4.5	-0.5
COc1ccc2c(c1)OC13CCN(C)CC1C2C(C(=O)c1ccc(F)cc1)C(=O)N3 (configuration not stated)	-2.2	88.5	8.9	-5.2	13.8	82.0	1.0	15.2	.	1.3
Cc1cc(N2CCCC2)n2nc(C)nc2n1	-1.6	98.4	-0.6	24.6	9.8	85.4	-6.8	-43.9	.	2.5
Cc1cc(NC(=O)C2C3C(=O)N(CC4CCCO4)C(C(=O)NCc4ccccc4)C34C=CC2(C)O4)no1 (configuration not stated)	0.2	87.2	.	8.8	12.1	89.1	-10.3	-31.4	.	4.3
Cc1cccc(C)c1NC(=O)Cn1c(=O)n(CCC(=O)NCc2ccco2)c(=O)c2sccc21	-2.4	83.6	-3.5	-10.7	4.8	97.9	-19.7	-40.6	-0.5	7.8
Cc1ccc2nc(Cl)c(CN(C(=O)c3cnccn3)C3CCCCC3)cc2c1	-3.5	60.9	18.3	1.3	6.2	55.1	10.7	-26.0	.	2.7

Compound activity (PubChem)
